IL1B NFkB inh = inhibitors of IL-1B driven NFkB p65 nuclear import, primary screen, imaging, HUVEC, IL-1B stimulus, high-content imaging | HUVEC IL-1B NFkB p65 nuclear translocation imaging | inhibition, % at 2 µM | 94,000 compounds, 0.43% hits;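 active = inhibition above about 30% together with a positive call from visual inspection of the well image, limit read from the data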;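 also: nuclear over cytoplasmic p65 intensity ratio measured by imaging; 0% = IL-1B stimulated DMSO wells and 100% = unstimulated DMSO wells; values of inactives mirror those of a sister screen read the other way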
PLAP inhibitors HTS = PLAP enzyme inhibitors, biochemical, luminescence, HTS (AID 690) | Alkaline phosphatase, placental type (Homo sapiens) | purified PLAP, luminescent substrate; higher % means a stronger effect | inhibition, % at 20 µM, or IC50 in µM where a hit was titrated | 96,000 compounds, 0.08% hits; in the data active = a potency from the dose series; inactive = the rest, 99 in 100 with inhibition below about 30%; also: strong numbers were not always called active
NFkB transloc pot = enhancers of NFkB p65 translocation in HUVEC – imaging, IL-1B stimulus, high-content imaging, primary screen | AID 819, 2007 | activation, % at 2 µM | HUVEC IL-1B NFkB p65 nuclear translocation imaging | 94,000 compounds, 0.3% hits;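 active = activation above 40%, about the mean plus 3 SD, also judged a hit on visual image review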;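 also: percent activation is computed from the nuclear over cytoplasmic p65 intensity ratio; values of inactives mirror those of a sister screen read the other way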
Bcl-B displacement = displacers of TR3 peptide from Bcl-B, primary screen, selectivity assay for Bfl-1 inhibitor project, biochemical, fluorescence polarization | one-dose displacement, % at 20 µM; IC50 in µM for titrated hits | AID 748, 2007 | 96,000 compounds, 0.11% hits | Bcl-2-like protein 10 (Homo sapiens) | FP displacement of FITC-TR3 peptide from Bcl-B; higher % means a stronger effect;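 active = displacement above 50% at 20 µM plus a fluorescence interference ratio under 1.5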;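 also: plate controls were wells without compound for no effect and wells lacking Bcl-B protein for full effect; a part of the inactive calls stands beside numbers as strong as those of hits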
MRP reversal = reversal of MRP1-mediated doxorubicin resistance, primary screen, H69AR cells, doxorubicin co-treatment; H69AR cells + 2 uM doxorubicin, CellTiter-Glo, 72 h; differential viability (reversal), % at 10 µM; 85,000 compounds, 0.04% hits; AID 602, 2007;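 active = viability drop by adding the cancer drug above about 55%, with treated viability meeting a 40% cutoff, limit read from the data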;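 also: viability without doxorubicin minus viability with 2 µM doxorubicin for each compound; larger differential means the compound sensitizes cells more to doxorubicin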
MRP reversal cytotoxicity = recorded beside MRP reversal, whose call it bears; viability, %; H69AR cells, CellTiter-Glo, 72 h; measured here: cytotoxicity without doxorubicin
MRP reversal with doxorubicin = second read-out of MRP reversal, no call of its own (marks repeat the call); viability, %; measured here: viability with 2 uM doxorubicin; active compounds read low
IL1B NFkB inh cell count 2 µM = also measured in IL1B NFkB inh; calls as there; cell count; measured here: cells passing quality filter;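 raw number of nuclei counted in each imaged well without normalization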
NFkB transloc pot cell count 2 µM = further read-out of NFkB transloc pot, marked with its call; cell count; measured here: cells passing quality filter
Active calls of the source: *; . = no result given.

SMILES | IL1B NFkB inh | IL1B NFkB inh cell count 2 µM | PLAP inhibitors HTS | NFkB transloc pot | NFkB transloc pot cell count 2 µM | Bcl-B displacement | MRP reversal | MRP reversal cytotoxicity | MRP reversal with doxorubicin
CCCn1cnc2c(c1=O)c1nc3ccccc3nc1n2CCC1=CCCCC1 | -7 | 130 | 2% | 7 | 130 | 2% | 0 | 73 | 72
O=C(NC1CCCCC1)C1CC=CCC1C(=O)OCC(Cl)=C(Cl)Cl (stereo not drawn) | -10 | 83 | 7% | 10 | 83 | -9% | 4 | 92 | 87
CCCC(=O)Nc1nn(C)c2nc3c(C)cccc3cc12 | -33 | 102 | 4% | 33 | 102 | 5% | 2 | 90 | 88
Cc1nc(Cl)c(C#N)cc1-c1ccccc1 | . | . | 11% | . | . | -5% | . | . | .
Cc1cccc(NC(=S)N2CCC(c3nc4ccccc4s3)CC2)c1 | 4 | 150 | 19% | -4 | 150 | 1% | . | . | .
Cc1noc(C)c1S(=O)(=O)N1CCCC(C(=O)NC2CCCCC2)C1 (stereo not drawn) | -18 | 193 | -12% | 18 | 193 | 6% | 7 | 87 | 80
COCCNC(=O)Cn1cnc2ccc(S(=O)(=O)N3CCC(C)CC3)cc2c1=O | -37 | 156 | -13% | 37 | 156 | -9% | 39 | 100 | 61
C=CCC(NCc1ccccc1)c1ccc(C)o1 (stereo not drawn) | -3 | 113 | . | 3 | 113 | . | 24 | 101 | 77
Cc1c(C(=O)NC(=S)Nc2ccc3c4c(cccc24)CC3)cccc1[N+](=O)[O-] | -1 | 155 | 6% | 1 | 155 | -3% | . | . | .
O=C1CCC(=O)N1c1ccc(CSc2nnnn2C2CCCCC2)cc1 | -1 | 80 | -80% | 3 | 80 | 10% | -11 | 76 | 88
CC(=O)c1c(C(C)=O)c(C)n(NC(=O)c2cccnc2)c1C | -8 | 163 | -5% | 8 | 163 | 8% | 17 | 108 | 92
Cc1nc(-c2ccccc2)sc1-c1nc(-c2cccnc2)ncc1S(=O)(=O)c1ccccc1 | 6 | 147 | -24% | -6 | 147 | 5% | . | . | .
Cc1ccc(S(=O)(=O)N(C)c2ccc(OCC(=O)O)cc2)cc1 | -3 | 48 | -14% | 3 | 48 | 7% | 7 | 104 | 97
CN(C)S(=O)(=O)c1cccc(NC(=S)Nc2cc(Cl)cc(Cl)c2)c1 | -20 | 176 | -45% | 20 | 176 | -5% | . | . | .
Cc1ccc(C)n1-n1c(C)nc2scc(-c3cccs3)c2c1=O | . | . | -24% | . | . | -20% | 6 | 84 | 78
COc1ccc(NC(=O)C2CC(c3ccc(OC)c(OC)c3)=NO2)cc1OC (stereo not drawn) | -10 | 129 | -18% | 10 | 129 | -10% | 2 | 92 | 90
O=C(NC12CCC(O)C(SC1)/C2=N/O)c1ccccc1 (stereo not drawn) | -20 | 105 | 18% | 20 | 105 | -4% | 6 | 94 | 88
COc1cc(OC)c(C2C(C#N)=C(N)OC3=C2C(=O)CC(C)C3)cc1OC (stereo not drawn) | -12 | 197 | -6% | 11 | 197 | -8% | 3 | 97 | 94
Cc1cc2cc(CCNC(=O)CC(C)(C)C)c(=O)[nH]c2cc1C | . | . | -7% | . | . | -1% | 3 | 95 | 92
COc1ccc(S(=O)(=O)N2CCN(S(=O)(=O)c3ccc4c(c3)OCCO4)CC2)cc1C | 8 | 52 | 14% | -8 | 52 | -6% | -1 | 64 | 64
COc1cc(C(=O)Nc2nccs2)c(Br)c(OC)c1OC | -5 | 144 | -5% | 5 | 144 | -1% | -6 | 46 | 52
CC1CCN(CCc2nc3cc(NC(=O)Nc4ccccc4)ccc3n2C)CC1 | 5 | 163 | -10% | -5 | 163 | -1% | 17 | 91 | 74
O=C(NCCCn1ccnc1)C1CC2CCC1C2 (stereo not drawn) | -15 | 171 | 4% | 15 | 171 | -2% | 9 | 109 | 100
O=C(CN1CCN(c2nc(-c3ccc(Cl)cc3)cs2)CC1)NCc1ccco1 | -5 | 172 | -42% | 5 | 172 | -20% | -5 | 74 | 80
Cc1cccc2cc(CN(Cc3cccnc3)C(=O)c3ccncc3)c(=O)[nH]c12 | . | . | 0% | . | . | -10% | 2 | 87 | 85
CCOC(=O)C1CCN(Cc2ccc(N(C)C)cc2)CC1 | . | . | -15% | . | . | -11% | -2 | 96 | 98
Cc1ccc(OC(=O)c2ccc(C)c(C)c2)cn1 | -5 | 91 | -10% | 5 | 91 | 0% | 6 | 86 | 80
FC(F)(F)c1nnc2c(Sc3ccccn3)nc3ccccc3n12 | 16 | 130 | -33% | -16 | 130 | -4% | . | . | .
CCN(CCNC(=O)C1CCCN(S(=O)(=O)c2cnc[nH]2)C1)c1ccccc1 (stereo not drawn) | 9 | 167 | -33% | -9 | 167 | -3% | 15 | 99 | 84
O=C(O)c1c2c(nc3ccc(S(=O)(=O)N4CCC(C(=O)NC5CCCC5)CC4)cc13)CCCCC2 | . | . | -40% | . | . | -3% | 8 | 98 | 90

Copied from the results shown (3 entries):
SMILES | IL1B NFkB inh | IL1B NFkB inh cell count 2 µM | PLAP inhibitors HTS | NFkB transloc pot | NFkB transloc pot cell count 2 µM | Bcl-B displacement | MRP reversal | MRP reversal cytotoxicity | MRP reversal with doxorubicin
COc1ccc(S(=O)(=O)N2CCN(S(=O)(=O)c3ccc4c(c3)OCCO4)CC2)cc1C | 8 | 52 | 14% | -8 | 52 | -6% | -1 | 64 | 64
COc1cc(C(=O)Nc2nccs2)c(Br)c(OC)c1OC | -5 | 144 | -5% | 5 | 144 | -1% | -6 | 46 | 52
CC1CCN(CCc2nc3cc(NC(=O)Nc4ccccc4)ccc3n2C)CC1 | 5 | 163 | -10% | -5 | 163 | -1% | 17 | 91 | 74

The list goes on:
SMILES | IL1B NFkB inh | IL1B NFkB inh cell count 2 µM | PLAP inhibitors HTS | NFkB transloc pot | NFkB transloc pot cell count 2 µM | Bcl-B displacement | MRP reversal | MRP reversal cytotoxicity | MRP reversal with doxorubicin
COc1ccc(CCN2CC3=C(C2=O)C(c2ccccc2)NC(=O)N3C)cc1OC (stereo not drawn) | . | . | -46% | . | . | -6% | 8 | 85 | 77
Cc1cc(C)nc(-n2nc(C)c3c(C(F)(F)F)cc(=O)[nH]c32)n1 | 2 | 134 | -9% | -2 | 134 | 0% | 4 | 82 | 79
CCOC(=O)Oc1ccc2oc(=O)cc(C)c2c1 | . | . | 8% | . | . | 4% | 2 | 99 | 96
CC1CCCN(C(=O)c2cc(F)c(F)cc2Cl)C1 (stereo not drawn) | -6 | 147 | 11% | 6 | 147 | -3% | 6 | 87 | 81
NC(=O)c1ccc(NCc2ccco2)c([N+](=O)[O-])c1 | 3 | 138 | 19% | -3 | 138 | -11% | . | . | .
COc1ccc(Oc2nccc(OC)c2C#N)cc1 | -3 | 181 | 12% | 3 | 181 | 0% | . | . | .
Cn1c(SCCS(=O)(=O)c2ccc(Cl)cc2)nnc1-c1ccccc1 | -11 | 122 | -5% | 11 | 122 | -7% | 3 | 78 | 76
CC1=C(C(=O)Nc2ccccc2)C(c2ccncc2)n2nnnc2N1 (stereo not drawn) | -15 | 95 | . | 15 | 95 | 0% | 4 | 66 | 63
CCCCN(CC)CCNC(=O)Cn1cnc2sc(C)c(S(=O)(=O)N3CCOCC3)c2c1=O | -3 | 153 | . | 3 | 153 | . | 7 | 103 | 95
COC(=O)c1ccc(CSc2ccc3nnc(-c4ccccc4)n3n2)o1 | 0 | 198 | -69% | 0 | 198 | -4% | -7 | 72 | 79
COc1ccc(C(=O)N(Cc2nc(-c3ccc(C)cc3)no2)C(C)C)cc1OC | -21 | 90 | -54% | 21 | 90 | 6% | 1 | 86 | 85
Nc1nnc(SCC(=O)NC2CCCCC2)n1-c1ccccc1 | -10 | 87 | 10% | 10 | 87 | -2% | 3 | 94 | 90
S=c1[nH]nc(C2CCCCC2)n1/N=C/c1ccc(Br)s1 | -3 | 52 | -18% | 3 | 52 | -3% | . | . | .
Cc1ccc(-c2nc(COC(=O)c3c(C)noc3C)cs2)cc1 | -18 | 189 | 14% | 18 | 189 | -1% | -7 | 81 | 88
O=C(NCc1ccco1)C1(c2ccc(Br)cc2)CCCC1 | -13 | 136 | 4% | 13 | 136 | -2% | 18 | 104 | 86
O=C1CC(N2CCC(O)(c3ccc(Cl)cc3)CC2)C(=O)N1Cc1ccc(N2CCCC2=O)cc1 (stereo not drawn) | 4 | 98 | -19% | -4 | 98 | 11% | 6 | 89 | 83
CCOc1ccc2oc(=O)cc(C)c2c1 | -39 | 192 | 11% | 39 | 192 | 10% | 16 | 101 | 85
CC(C)C(=O)Nc1sc2c(c1C#N)CCCCC2 | -21 | 115 | . | 21 | 115 | . | 8 | 105 | 97
C=CCn1c(-c2cc(OC)cc(OC)c2)n[nH]c1=S | 6 | 215 | 7% | -7 | 215 | -4% | -11 | 83 | 93
Cc1cc(C(F)(F)F)c2c(C)nn(CCc3nn[nH]n3)c2n1 | -5 | 149 | 6% | 5 | 149 | 1% | 9 | 94 | 85
O=C(COc1ccccc1)NCc1ccc2c(c1)OCO2 | 3 | 127 | 12% | -3 | 127 | 3% | 4 | 102 | 98
CCCc1cc(C(N)=O)c(NC(=O)c2ccco2)s1 | 5 | 160 | 19% | -5 | 160 | -2% | 8 | 94 | 87
CC(=O)Cc1nsc(NC(=O)c2ccc(-c3cccc(C(F)(F)F)c3)o2)n1 | -10 | 142 | 10% | 10 | 142 | -11% | -39 | 21 | 61
CCOC(=O)C1=C(Cc2ccc(OC)cc2)C(=O)c2ccccc2C1=O | -3 | 91 | 14% | 3 | 91 | 1% | -1 | 2 | 3
CCOc1ccc(S(=O)(=O)n2cnc3cc(C)c(C)cc32)cc1 | -16 | 208 | -42% | 15 | 208 | 3% | 9 | 91 | 82
COCCCn1c2nc3ccccc3nc2c2c(=O)n(CC3CCCO3)cnc21 (stereo not drawn) | . | . | -33% | . | . | -14% | 29 | 93 | 64
Cc1ccc2c(c1)NC(=O)C(CC(=O)NCCCN1CCCC1)O2 (stereo not drawn) | 8 | 171 | 11% | -8 | 171 | -19% | 11 | 104 | 93
COc1c(C)cc(Br)cc1C(=O)Nc1cccc(-c2nc3ncccc3o2)c1 | -1 | 196 | -41% | 1 | 196 | -54% | . | . | .
Cc1cc(C)nc(N2CCC(C(=O)NCc3ccco3)CC2)n1 | -17 | 164 | -23% | 17 | 164 | 1% | 2 | 112 | 109
CC1(C)CC(=O)C(C=NCCN2CCN(CCCCS(=O)(=O)O)CC2)=C(O)C1 | 2 | 96 | 13% | -2 | 96 | -2% | -7 | 91 | 98

The last two records of the section before are carried over, then new ones follow.
SMILES | IL1B NFkB inh | IL1B NFkB inh cell count 2 µM | PLAP inhibitors HTS | NFkB transloc pot | NFkB transloc pot cell count 2 µM | Bcl-B displacement | MRP reversal | MRP reversal cytotoxicity | MRP reversal with doxorubicin
Cc1cc(C)nc(N2CCC(C(=O)NCc3ccco3)CC2)n1 | -17 | 164 | -23% | 17 | 164 | 1% | 2 | 112 | 109
CC1(C)CC(=O)C(C=NCCN2CCN(CCCCS(=O)(=O)O)CC2)=C(O)C1 | 2 | 96 | 13% | -2 | 96 | -2% | -7 | 91 | 98
O=C(Cc1ccc2c(c1)OCCO2)c1c(O)cc(O)cc1O | -6 | 165 | -77% | 6 | 165 | 16% | 6 | 94 | 88
CC1CCCCN1C(=O)Cn1c(=O)n(C2CCCCC2)c(=O)c2ccccc21 (stereo not drawn) | 9 | 180 | 13% | -9 | 180 | -8% | -14 | 69 | 83
O=C1NN(c2ccccc2)C(=O)/C1=C\c1cccc(OC(=O)c2cccs2)c1 | 22 | 196 | -60% | -22 | 196 | 38% | -3 | 4 | 7
CCC1CCc2c(sc3nc(SCC(=O)NCc4ccco4)n(-c4ccccc4)c(=O)c23)C1 (stereo not drawn) | -4 | 117 | . | 4 | 117 | . | 0 | 3 | 3

High-throughput results from PubChem.

Some of the compounds tested; the hit share may differ from the screen's.
